RORgamma inh – ROR gamma (mouse) transcription inhibition; P51450; Drosophila S2 Gal4-RORgamma UAS-luciferase reporter, 20 h; Potency, µM (titrated, usually from 53.6 µM), inactives show top-dose activity change, negative = inhibition, actives largely listed as inhibitors; 310,000 compounds, 5.4% hits; note: potency is the fitted concentration of half-maximal effect; % is set by controls: 0 for no effect and ±100 for the full control effect; nearly all actives have a fitted effect of over 60% in size
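Using a luciferase readout, inhibitors were identified by reduced reporter activity in Drosophila cells coexpressing a copper-inducible Gal4–ROR gamma fusion and UAS-driven Photinus luciferase, incubated 20 hr after 700 uM copper sulfate.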
BRCA1 expr act – increases BRCA1 expression. MCF7-BRCA1-FFLuc reporter, luminescence, 48 h; response scale: scaled: vehicle 0%, 10 µM genistein 100%. Potency, µM (series often up to 46.1 µM), without a hit: at the top dose activation, actives largely listed as activators. 380,000 compounds, 1.1% hits. AID 624202; note: potency is the fitted concentration of half-maximal effect; nearly all actives have a fitted effect of over 80% in size; some results filed as inactive show a strong effect at the top dose
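Compounds are tested at multiple concentrations on MCF7 BRCA1-luciferase reporter cells seeded at 2000 per well; after 48 h, a single luminescence end-point is taken and curves fitted to the normalized data.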
NPC1 promoter act – activators of NPC1 promoter | Huh7 NPC1 promoter luciferase reporter, 24 h | 320,000 compounds, 2.4% hits | AID 485313 | Potency, µM (top dose mostly 9.22 µM), inactives show top-dose activation, hits mostly activators;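 note: potency is the fitted concentration of half-maximal effect; % of control where 0% means no effect; nearly all actives have a fitted effect of over 60% in size; reporter is driven by a mutant NPC1 promoter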
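Luminescence from an NPC1 promoter-driven luciferase reporter in stably transfected Huh7 cells was measured after 24 h compound treatment at 37 °C, followed by 10 min ambient incubation with luciferase detection reagent.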
Rab9 prom act – activates the Rab9 promoter; Huh7 Rab9 promoter-luciferase reporter, luminescence, 24 h; 320,000 compounds, 2.8% hits; Potency, µM (highest dose often 9.22 µM), inactives show at the highest dose activation, negative = inhibition, actives largely listed as activators; note: potency is the fitted concentration of half-maximal effect; % of control where 0% means no effect; nearly all actives have a fitted effect of over 60% in size
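Using Huh7 cells stably transfected with Rab9 promoter–luciferase, compounds were incubated 24 h at 37 °C, 5% CO2; luciferase luminescence was read 10 min after reagent addition.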
p53 reactivator – mutant p53 re-activation in reporter cells | H1299 p53-A138V BP100-luciferase reporter, luminescence, 24 h | Potency, µM (series often up to 92.2 µM), for inactives: at the top dose activity change, positive = activation, hits mostly activators | 320,000 compounds, 0.063% hits | AID 504706; note: potency is the fitted concentration of half-maximal effect; % of control where 0% means no effect; nearly all actives have a fitted effect of over 45% in size
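p53-null H1299 cells stably carrying temperature-sensitive p53-A138V and a BP100-luciferase reporter were pinned with compounds (4-point, 1:5 series) and held 24 hrs at 37 deg C. Luminescence was read 10 min after detection reagent.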
Menin MLL FP TR – displaces Texas Red mutant MLL peptide from human menin; Menin + Texas Red MLL mutant peptide, fluorescence polarization; 270,000 compounds, 0.23% hits; Potency, µM (titrated, usually from 61.6 µM), for inactives: top-dose FP activity change, negative = inhibition, actives largely listed as inhibitors; O00255; active = well fitted inhibition curve with a large enough effect in the polarisation, with a control signal flat, not every such curve was filed as active; inconclusive = small, poorly fitted or top-dose-only effect, or effect the other way, or a change in a side signal; inactive = no such curve, though single readings can be large or run the other way; the % refers to the polarisation; note: potency is the fitted concentration of half-maximal effect; % of control where 0% means no effect; many of its hits are not listed in these tables
Target sequence (O00255 whole entry, looked up): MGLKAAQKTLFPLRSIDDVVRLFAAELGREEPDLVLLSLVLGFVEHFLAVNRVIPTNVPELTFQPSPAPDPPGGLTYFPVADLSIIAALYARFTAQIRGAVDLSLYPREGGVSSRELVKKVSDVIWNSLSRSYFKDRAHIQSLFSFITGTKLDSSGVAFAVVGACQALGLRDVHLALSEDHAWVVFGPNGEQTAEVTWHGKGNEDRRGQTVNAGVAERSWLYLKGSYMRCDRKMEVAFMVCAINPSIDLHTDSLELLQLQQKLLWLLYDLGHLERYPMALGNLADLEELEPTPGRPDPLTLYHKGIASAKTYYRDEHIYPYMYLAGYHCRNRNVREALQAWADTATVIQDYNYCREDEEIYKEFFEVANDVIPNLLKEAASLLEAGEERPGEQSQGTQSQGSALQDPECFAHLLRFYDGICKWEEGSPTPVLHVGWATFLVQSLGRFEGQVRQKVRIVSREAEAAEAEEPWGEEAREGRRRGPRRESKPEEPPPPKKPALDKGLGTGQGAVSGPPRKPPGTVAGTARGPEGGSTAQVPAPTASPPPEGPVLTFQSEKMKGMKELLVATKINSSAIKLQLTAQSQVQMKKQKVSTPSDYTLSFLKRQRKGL
Giardia kill – Giardia lamblia killing; Giardia lamblia trophozoite viability; activity change, % at 7.66 µM, hits read low; 340,000 compounds, 0.15% hits; in the data active = activity change below about -80%; inconclusive = between about -30% and that limit;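 note: parasites exposed to compound for two days anaerobically before the ATP read; % is set by controls: 0 for no effect and ±100 for the full control effect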
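ATP-content bioluminescence gauges trophozoite survival. Cells (100/well) receive compound and incubate anaerobically for 48 hrs at 37 deg C; detection reagent follows for 15-30 min at room temperature.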
ELG1 genotoxic – inducers of genotoxicity in HEK293T ELG1-luciferase cells | 330,000 compounds, 1.3% hits | HEK293T ELG1-luciferase reporter, luminescence, 16 h | Potency, µM (highest dose often 46 µM), for inactives: at the top dose activity change, positive = activation, hits mostly activators | AID 504466; note: potency is the fitted concentration of half-maximal effect; % of control where 0% means no effect; nearly all actives have a fitted effect of over 60% in size
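HEK293T cells expressing luciferase-tagged ELG1 were exposed to compound or DMSO vehicle for 16 hr at 37 °C and 5% CO2. Luciferase activity was then measured with ONE-Glo after 30 min at room temperature.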
PKM2 activator – activators of human pyruvate kinase M2; 260,000 compounds, 0.34% hits; AID 1631; P14618; purified PKM2, Kinase-Glo ATP luminescence, activation; response scale: 0% is enzyme alone, no compound; Potency, µM (titrated, usually from 57.5 µM), for the others: at the top dose activation, most hits filed as activators; note: potency is the fitted concentration of half-maximal effect; % is set by controls: 0 for no effect and ±100 for the full control effect; nearly all actives have a fitted effect of over 55% in size
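Purified hPK-M2 (>95%) run at intermediate activity with 0.1 mM ADP and 0.5 mM PEP in 50 mM imidazole pH 7.2, KCl, MgCl2; 1 h room temperature. ATP formed read by Kinase-Glo luminescence; normalized to uninhibited and no-enzyme controls.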
VP16 counter – inhibits Gal4-VP16 luciferase reporter, ROR gamma counter-screen. Drosophila S2 Gal4-VP16 UAS-luciferase, luminescence, 20 h. Potency, µM (doses to about 53.6 µM), for inactives: at the top dose activity, negative = inhibition, usual class: inhibitors. 310,000 compounds, 3.5% hits. AID 2546;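 note: Gal4-VP16 expression switched on by copper sulfate through the metallothionein promoter; potency is the fitted concentration of half-maximal effect; % is set by controls: 0 for no effect and ±100 for the full control effect; nearly all actives have a fitted effect of over 50% in size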
FLuc modulator – firefly luciferase modulation, counter-screen for miR-21 project; purified FLuc, Km substrates, luminescence inhibition; Potency, µM (highest dose often 57.5 µM), for the others: top-dose activity change, negative = inhibition, actives largely listed as inhibitors; 360,000 compounds, 6.9% hits; P08659;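 note: potency is the fitted concentration of half-maximal effect; plate controls were vehicle for no effect and reference inhibitor for full effect; nearly all actives have a fitted effect of over 55% in size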
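Purified P. pyralis luciferase, 10 nM final, with Km-level 10 uM D-luciferin and 10 uM ATP in 50 mM Tris acetate pH 7.5, 10 mM Mg acetate, 0.01% Tween-20, 0.05% BSA; 6-point qHTS titration about 60 µM downward; luminescence read.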
Starred values were filed as active, the others as inactive; ? = inconclusive; · = no result given; [ ] = another dose, or the depositor's remark. Unless noted, calls come from the whole dose curve; as a rule, active = well fitted curve in the direction sought with a large enough effect; inconclusive = small, poorly fitted or top-dose-only effect, or another doubt; inactive = no such curve, though single readings can be large; an effect the other way counts as inactive or inconclusive. Some of the compounds tested. The share of hits here may be higher or lower than overall.

SMILES | RORgamma inh | BRCA1 expr act | NPC1 promoter act | Rab9 prom act | p53 reactivator | Menin MLL FP TR | Giardia kill | ELG1 genotoxic | PKM2 activator | VP16 counter | FLuc modulator
CCOC(=O)CSc1nc2ccc(Nc3nc(N4CCOCC4)nc(N4CCOCC4)n3)cc2s1 | ? | -6% | -10% | -3% | 0% | 21% | 2 | 0% | 4% | -5% | 0%
O=C(O)c1[nH]c2ccccc2c1NS(=O)(=O)c1ccc(F)cc1 | 3% | -7% | 9% | 3% | 2% | ? | 14 | -4% | · | 15% | 1%
COc1cc(C(=O)Nc2nnc(C)s2)cc(OC)c1OC | 7.1µM* | -25% | 2% | -4% | 1% | -20% | 24 | ? | -2% | 6% | 0%
CCCCC(=O)NCCNc1nc2c(c(=O)n(C)c(=O)n2C)n1Cc1ccccc1 | 35% | 0% | -1% | -4% | 1% | -1% | -10 | -1% | 20% | -8% | -6%
O=C(COc1ccccc1)N=C1SC2CS(=O)(=O)CC2N1CCc1ccccc1 (configuration not stated) | -1% | -5% | -2% | 0% | -6% | -8% | -8 | -2% | -5% | -6% | -2%
CC1=C(C)CC(C(=O)NCc2ccccn2)C(C(=O)O)C1 (configuration not stated) | -3% | -3% | -1% | 0% | -3% | · | 14 | 0% | 6% | -2% | 4%
CCOC(=O)c1ccc(Nc2ccc([N+](=O)[O-])cn2)cc1 | 26% | 0% | ? | ? | 15% | 14% | -15 | 15% | 0% | -17% | -16%
CC12CCC(C(=O)N(CCCN3CCN(Cc4ccccc4)CC3)C1=O)C2(C)C (configuration not stated) | 5% | -14% | -1% | -2% | 6% | -9% | 8 | -9% | -5% | -3% | 1%
COc1ccc(C(=O)Nc2c(-c3cccs3)c(=O)c3ccccc3n2C)cc1 | 13% | 2% | -7% | -4% | -5% | · | -3 | -1% | -17% | -7% | -1%
COc1ccc(CC(=O)c2ccc(O)cc2O)cc1OC | 3% | 27% | 11% | -1% | 7% | 0% | -11 | 26% | 11% | -1%[0.365 µM] | -6%
COc1ccc2nc(COC(=O)c3cccs3)c(C(C)=O)[n+]([O-])c2c1 | 24% | -1% | 1% | -6% | 0% | · | -25 | 1% | -11% | -10% | -11%
Cc1cccc(NC(=O)c2cc3c(=O)n4ccccc4nc3s2)c1 | 18% | 25% | 0% | 5% | 7% | -10% | 4 | 18% | 1% | -15% | -19%
N#CCCNC(=O)Cn1c(COc2ccc(Cl)cc2)nc2ccccc21 | 20% | 22% | -1% | -3% | -7% | 2% | -5 | 5% | 2% | 14% | ?
COc1ccc(C(=O)Nc2ccccc2C(=O)N/N=C/c2cccc3ccccc23)cc1 | 1µM* | -69% | ? | ? | 12% | 28µM* | -95* | -9% | -17% | 0.79µM* | 0.085µM*
O=C(/C=C/c1ccccc1Cl)N(Cc1ccc(Cl)cc1)C1CCS(=O)(=O)C1 (configuration not stated) | ? | -51% | 0% | -1% | -4% | -10% | -8 | -10% | -4% | -3% | -14%

Printed as active in RORgamma inh, of those listed so far:
compound	RORgamma inh	NPC1 promoter act	Rab9 prom act	p53 reactivator	Menin MLL FP TR
COc1cc(C(=O)Nc2nnc(C)s2)cc(OC)c1OC	7.1µM*	2%	-4%	1%	-20%
COc1ccc(C(=O)Nc2ccccc2C(=O)N/N=C/c2cccc3ccccc23)cc1	1µM*	?	?	12%	28µM*

Later entries
SMILES | RORgamma inh | BRCA1 expr act | NPC1 promoter act | Rab9 prom act | p53 reactivator | Menin MLL FP TR | Giardia kill | ELG1 genotoxic | PKM2 activator | VP16 counter | FLuc modulator
CCOC(=O)C1=NN(C(=O)c2ccc(OC)cc2)C(O)(c2ccc(Cl)cc2)C1 (configuration not stated) | 10µM* | -23% | -1% | -8% | -8% | 1% | -22 | -6% | 10% | ? | -14%
Cc1cc(C)c(S(C)(=O)=O)c(N(C)N)n1 | -8% | -4% | -1% | -2% | -1% | -3% | 0 | 0% | 6% | 3% | 4%
N#C/C(=C\c1ccc(OCC(N)=O)cc1)S(=O)(=O)c1ccccc1 | 11% | -5% | -3% | -8% | -3% | 1% | 2 | 0% | 22% | -15% | 3%
Cc1cc(=O)oc2cc(NC(=O)CC3(CC(=O)O)CCCC3)ccc12 | 8% | 9% | -7% | -5% | 2% | · | 3 | 3% | 1% | 1% | ?
COCCCNC(=S)NCCNc1nc2cc(C)c(C)cc2cc1C#N | 16µM* | 0% | -3% | 0% | 1% | 1% | -4 | 0% | 1% | -4%[10 µM] | -7%
CC(=O)Nc1ccc(S(=O)(=O)Nc2cccc(C(=O)Nc3ccccc3C(=O)O)c2)cc1 | 0% | -5% | -1% | 3% | · | 31%[activator] | -11 | -7% | -2% | 5% | ?
O=C(c1nsnc1-c1ccccc1O)N1CCCCC1 | 7% | 3% | -3% | -7% | -1% | 1% | 7 | 0% | -1% | 9% | 4%
Cc1nc(-c2ccc(S(=O)(=O)N3CCN(c4cccc(C)c4C)CC3)cc2)co1 | 28% | 2% | 1% | -6% | 10% | · | -2 | 1% | · | 3% | -14%
CCOc1ccc(OCC)c(S(=O)(=O)NCc2cccnc2)c1 | -37% | 95% | -2% | -2% | -2% | 1% | -13 | 2% | -2% | 32% | 2%
COc1ccc(NC(=O)C2CCCN(S(=O)(=O)c3cccc4nonc34)C2)c(OC)c1 (configuration not stated) | 44% | -3% | 1% | -6% | 3% | -10% | -4 | -1% | 0% | -5% | 2%
CCCCCCSc1nnc2[nH]c(=O)cc(N)n12 | 12% | -10% | -5% | 1% | -12% | 1% | 8 | -4% | -6% | -13% | -7%
Cn1c(=O)oc2cc(S(=O)(=O)N3CCN(c4ccc(F)cc4)CC3)ccc21 | ? | 0% | -3% | -8% | 4% | 19% | -18 | 14% | 1% | -3%[0.365 µM] | 2%
Cc1ccc(NC(=O)C[n+]2cc(-c3ccc(C)cc3)n3c2CCC3)cc1 | 4% | -21% | 1% | 0% | -3% | · | ? | -5% | -4% | 0% | 1%
CCN(CC)C(=O)c1ccccc1NC(=O)c1ccccc1C | 9% | 5% | 1% | -3% | -5% | 1% | 1 | 0% | -2% | -13% | -1%
O=C(CC(Nc1ccc(Cl)cc1)C(=O)O)c1ccccc1 (configuration not stated) | 5µM* | ? | 2.8µM* | 2.2µM* | ? | ? | 2 | 16µM* | 17% | 5µM* | 1.7µM*
COc1ccc(OCc2nc(C#N)c(N3CCN(c4ccc(OC)cc4)CC3)o2)cc1 | ? | 0% | -1% | 1% | -1% | -3% | -1 | -3% | 0% | 3% | -10%
Cc1ccc(/C=N/n2c(COc3ccccc3)n[nH]c2=S)s1 | -6% | -1%[1.84 µM] | -8% | 0% | -5% | ? | -3 | -4% | -5% | -2% | 0%
O=c1cc[nH]c2ccc(OC(F)(F)F)cc12 | -2% | 0% | 1% | 1% | 13% | · | 10 | -1% | -7% | -1% | 1%
O=C(Nc1ccc(S(=O)(=O)N2CCOCC2)cc1)c1ccc2c(c1)OCO2 | 5% | 13% | 1% | -2% | -6% | · | 3 | -2% | 0% | 5% | 5%
Cc1ccc(-n2c(=O)c3sccc3n(CC(=O)NCc3ccco3)c2=O)cc1F | 19% | -71% | -6% | -2% | 0% | · | 0 | ? | -2% | -12% | 4%
Cc1ccc(C2CC(C(F)(F)F)n3nc(C(=O)NCC4CCCO4)cc3N2)cc1 (configuration not stated) | 40% | · | -2% | -8% | -2% | -10% | · | -1% | 3% | -2% | 6%
CCn1c(-c2cc(OC)ccc2OC)csc1=Nc1c(C)n(C)n(-c2ccccc2)c1=O | 44% | -36% | -4% | 2% | -12% | -23% | -16 | -4% | 4% | -7% | -1%
CC(C)(C)C(=O)N1c2ccccc2CCc2ccccc21 | 9% | -14% | -3% | -4% | 5% | ? | 27 | -1% | 1% | 1% | 2%
Cc1onc(-c2ccccc2Cl)c1C(=O)Nc1ccccc1O | 44% | -18% | -3% | -2% | -3% | 13% | 5 | -9% | -1% | 20% | 0%

Screening data from PubChem.
